NOD1 inhibition = NOD1 signaling inhibitors, primary screen, cell-based, luminescence, uHTS (AID 1578) | NOD1-driven NF-kB luciferase reporter cells, luminescence; higher % means a stronger effect | one-dose inhibition, % at 4 µM; EC50 in µM for titrated hits | 290,000 tested, 1% active; in the data active means inhibition mostly above about 36%, no sharp cut-off; inactive means mostly below about 34%;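 further: HEK-293T reporter cells stimulated with the NOD1 agonist gamma-tri-DAP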
GPR55 activation = GPR55 agonists via beta-arrestin recruitment, primary screen, imaging, U2OS cells, beta-arrestin-GFP redistribution (AID 1961); 290,000 tested, 0.048% active; one-dose activation, % at 10 µM; EC50 in µM for titrated hits; U2OS GPR55 beta-arrestin-GFP redistribution imaging; higher % means a stronger effect;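 active means activation above 40% with more than 50 cells counted in the well; inconclusive means wells holding fewer than 50 cells, flagged as toxic or sparse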;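 further: U2OS osteosarcoma cells stably expressing GPR55 and beta-arrestin-GFP; plate controls were DMSO negative control for no effect and LPI positive control for full effect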
KOR beta-arrestin-1 = KOR agonists, beta-arrestin recruitment, primary screen, cell-based, luminescence, uHTS (AID 1777) | Kappa-type opioid receptor (Homo sapiens) | KOR beta-arrestin recruitment, luminescence; higher % means a stronger effect | activation, % at 10 µM, or EC50 in µM where a hit was titrated | 280,000 tested, 0.02% active; in the data active means activation above about 50%, passing the limit was not always enough; further: a part of the inactive calls stands beside numbers as strong as those of hits
GPR35 arrestin U2OS = GPR35 antagonists blocking zaprinast-driven arrestin recruitment, primary screen, imaging, U2OS, beta-arrestin-GFP, zaprinast agonist (AID 2058) | 290,000 tested, 0.052% active | U2OS GPR35 beta-arrestin-GFP translocation imaging, zaprinast antagonism; higher % means a stronger effect | inhibition, % at 10 µM, or IC50 in µM where a hit was titrated | G-protein coupled receptor 35 (Homo sapiens);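 active means inhibition of at least 50% with at least 30 cells and total cytoplasm GFP at most 10,000,000; inconclusive means under 30 cells or total GFP of 10,000,000 plus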
AID2073 = inhibitors of Mint1-CaV2.2 protein interaction, biochemical, HTRF (AID 2073); HTRF protein-protein interaction, Mint1-CaV2.2; higher % means a stronger effect; inhibition, % at 20 µM, or IC50 in µM where a hit was titrated; 290,000 tested, 0.19% active; in the data active means inhibition mostly above about 51%, no sharp cut-off; inconclusive means no clear call, values can overlap the other calls; inactive means mostly below about 53%; further: some results filed as inactive read as strong as hits
Siah-1 displacement = Siah-1 peptide-binding antagonists, primary screen, biochemical, fluorescence polarization, rhodamine-plectin, uHTS (AID 1817) | E3 ubiquitin-protein ligase SIAH1 (Homo sapiens) | Siah-1 / rhodamine-plectin peptide fluorescence polarization; higher % means a stronger effect | one-dose displacement, % at 20 µM; IC50 in µM for titrated hits | 290,000 tested, 0.02% active;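 active means displacement of at least 50% at 20 µM, with a fluorescence ratio check between 0.3 and a set limit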;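 further: plate controls were Siah plus tracer with DMSO for no effect and tracer alone without Siah for full effect; strong numbers were not always called active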
GPR55 antagonists = GPR55 antagonists blocking LPI-driven arrestin recruitment, primary screen, imaging, U2OS, beta-arrestin-GFP, LPI agonist (AID 2013); inhibition, % at 10 µM, or IC50 in µM where a hit was titrated; U2OS GPR55 beta-arrestin-GFP translocation imaging, LPI antagonism; higher % means a stronger effect; G-protein coupled receptor 55 (Homo sapiens); 290,000 tested, 0.13% active;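 active means spots per cell inhibited over 60%, with over 100 cells counted and total cytoplasm intensity under 500,000; inconclusive means wells with under 100 cells, flagged as likely toxic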;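 further: U2OS cells stably carrying GPR55 and arrestin-GFP stimulated by 5 µM LPI near EC80; imaged beta-arrestin-GFP aggregate spots per cell after agonist stimulation; plate controls were LPI-stimulated DMSO wells for no effect and DMSO wells without LPI for full effect; some results filed as inactive read as strong as hits; confirmed hits need IC50 under 10 µM and bright autofluorescent wells are also inconclusive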
HIV fusion peptide = inhibitors of HIV fusion peptide binding, primary screen, biochemical, uHTS, fluorescence dequenching (AID 1986); one-dose inhibition, % at 20 µM; IC50 in µM for titrated hits; 290,000 tested, 0.3% active; cell-free peptide binding, fluorescence dequenching, 30 min; higher % means a stronger effect; in the data active means inhibition mostly above about 52%, no sharp cut-off; inactive means mostly below about 76%; further: some results filed as inactive read as strong as hits
KOR beta-arrestin-2 = KOR antagonists, beta-arrestin recruitment, cell-based, luminescence, uHTS (AID 1778) | Kappa-type opioid receptor (Homo sapiens) | KOR beta-arrestin recruitment, luminescence, antagonist mode; higher % means a stronger effect | one-dose inhibition, % at 10 µM; IC50 in µM for titrated hits | 290,000 tested, 0.091% active; in the data active means inhibition above about 50%; further: strong numbers were not always called active
Numbers without * were called inactive; ? = inconclusive; · = no result given; [ ] = dose if it differs, or a comment.

Order of results: NOD1 inhibition | GPR55 activation | KOR beta-arrestin-1 | GPR35 arrestin U2OS | AID2073 | Siah-1 displacement | GPR55 antagonists | HIV fusion peptide | KOR beta-arrestin-2
[1] CCN(CC)C(=O)CSc1ncnc2c1nnn2-c1ccc(OC)cc1
→ 8% | -0.1% | -1.8% | 11% | 1% | 2% | 8% | 0.0% | 19%
[2] Cc1ccc(-n2nc3c(c2NC(=O)c2c(-c4ccccc4Cl)noc2C)CSC3)cc1
→ · | -0.3% | 1.6% | -4% | 9% | 0% | 0% | -3.0% | -39%
[3] O=C(CSc1ccc2c(c1)OCCO2)NCCN1C(=O)CSC1=O
→ 28% | -1.8% | 1.6% | 14% | 11% | 0% | -4% | 0.1% | -10%
[4] CCC1(CC)NC(=O)NC1=O
→ -11% | -0.2% | -4.4% | 7% | -4% | 5% | 8% | 1.9% | 27%
[5] CC1Cc2ccccc2N1C(=O)CSc1nnc(-c2ccc(S(=O)(=O)N3CCCC3)cc2)n1C (configuration not stated)
→ -17% | 0.8% | 1.6% | 2% | -9% | 3% | -2% | -0.5% | 13%
[6] CC1(C)C2CCC1(CS(=O)(=O)Nc1ccccc1)C(=O)C2 (configuration not stated)
→ -8% | -0.5% | -0.5% | 21% | 12% | 1% | -5% | 1.8% | -28%
[7] CC(C)Oc1ccc(Cc2n[nH]c(=S)n2Cc2ccccc2)cc1Cl
→ -44% | 0.2% | -4.4% | -13% | -7% | 0% | -4% | 0.7% | -24%
[8] CC(CC(=O)O)CC(=O)Nc1ccc(Br)cc1 (configuration not stated)
→ -13% | 0.3% | 2.9% | 14% | 2% | 8% | 9% | 2.2% | -3%
[9] O=C(O)C1C2CCC(C2)C1C(=O)N1CCCC1 (configuration not stated)
→ -25% | -0.1% | -2.4% | 15% | 15% | 4% | -6% | 0.7% | -7%
[10] CCOc1ccc(NC(=S)Nc2ccccc2C2(C)CC2)cc1
→ -5% | 0.2% | -3.9% | -13% | 1% | 4% | 6% | -0.2% | -28%[20 µM]
[11] CN(C(=O)Nc1ccc(Cl)cc1)c1c2c(nn1C)CCCC2
→ -15% | 0.0% | -3.7% | 2% | -2% | 2% | 22% | 2.9% | -10%
[12] CCOc1cc2c(cc1OCC)C(c1ccccc1)N(c1ccccc1)C(=O)C2 (configuration not stated)
→ 13% | -0.4% | 10% | -15% | 0% | 4% | 11% | 2.9% | 5%
[13] CSc1c(CC(=O)NCCO)n(C)c2ccccc12
→ -22% | -0.4% | 2.1% | -13% | 14% | 5% | 5% | 1.2% | 0%
[14] O=C(Nc1ccccc1OC(=O)c1ccc(Cl)cc1)c1ccc(Cl)cc1
→ -36% | -0.1% | 8.5% | -19% | 7% | 1% | -8% | -0.8% | 22%
[15] CCOC(=O)C1(Cc2ccc(OC)cc2)CCN(C(=O)c2csc(C)n2)CC1
→ -33% | -0.3% | 0.3% | -2% | -17% | 5% | 10% | 0.3% | 10%
[16] Cc1ccc(C)c(N2CCN(C(=O)Cn3c(=O)[nH]c4ccsc4c3=O)CC2)c1
→ 16% | -0.1% | -0.5% | 0% | -1% | -8% | -4% | -2.4% | ·
[17] CCOC(=O)/C(=N/Nc1ccccc1)c1csc(Nc2ccccc2)n1
→ -18% | -0.1% | -3.6% | -11% | -15% | 1% | 20% | -1.1% | -2%
[18] O=C(O)c1ccccc1Nc1ccnc(C(F)(F)F)c1
→ -4% | 0.2% | -3.6% | -6% | 17% | 8% | 0% | 2.4% | -3%
[19] COc1cccc(C(=O)NC2CCCc3c2cnn3-c2ccc(C)c(C)c2)c1OC (configuration not stated)
→ 3% | 0.0% | 2.7% | 9% | 15% | 1% | 8% | -0.7% | 3%
[20] CNC(=S)Nn1cnc2ccccc21
→ -5% | 0.3% | -5.1% | 5% | 28% | 7% | 6% | 0.5% | 11%
[21] Cc1ccc(N=C2N=C(N)c3ccccc32)c(C)c1
→ -15% | 0.1% | -1.2% | -3% | -2% | -3% | -12% | -2.3% | -33%
[22] CCCn1c(-c2ccccc2)nc2c(=O)n(C)c(=O)[nH]c21
→ 13% | -1.7% | 0.6% | -2% | -3% | -3% | 3% | -3.9% | 21%
[23] CCN1CCN(Cc2ccc(NC(=O)c3cc(NC(=O)c4cnnc5ccccc45)cc(OC)c3)cc2C(F)(F)F)CC1
→ -2% | -0.1% | -0.5% | 5% | 4% | -1% | 11% | -3.1% | 7%
[24] CNc1c(NS(=O)(=O)c2cc(Cl)ccc2OC)c(=O)oc2ccccc12
→ 14% | -0.1% | 4.2% | 10% | 1% | 3% | 1% | 2.3% | -40%
[25] O=C(CSc1ncccc1C(=O)O)NC1CCCCC1
→ -47% | 0.3% | 0.9% | -5% | -3% | 4% | 8% | -0.5% | 6%
[26] COc1cc(C(=O)NCc2ccc(C)cc2)ccc1OCc1c(C)noc1C
→ -23% | -0.1% | 0.0% | 14% | -2% | 8% | 21% | -2.6% | 27%
[27] O=C(CNC(=O)c1ccco1)Nc1cccc(Cl)c1
→ 6% | 0.0% | 0.8% | 5% | 3% | 2% | -4% | 0.9% | 5%
[28] CN1CCN(S(=O)(=O)c2cc(C(F)(F)F)ccc2Cl)CC1
→ 33% | -0.2% | 2.4% | 2% | 31% | -6% | 13% | 1.0% | -12%
[29] O=C(COc1cc(F)ccc1[N+](=O)[O-])Nc1cccc(Br)c1
→ -23% | 0.3% | -4.3% | -16% | 18% | -2% | 10% | 0.8% | -52%[20 µM]
[30] COc1cc(OC)cc(C(=O)N2CCC(N3CCN(c4ccccc4)CC3)CC2)c1
→ · | -0.2% | 1.3% | 8% | 17% | 4% | 24% | 3.4% | 5%

Ordered by heavy-atom count (low to high): some entries from above.
Order of results: NOD1 inhibition | GPR55 activation | KOR beta-arrestin-1 | GPR35 arrestin U2OS | AID2073 | Siah-1 displacement | GPR55 antagonists | HIV fusion peptide | KOR beta-arrestin-2
[9] O=C(O)C1C2CCC(C2)C1C(=O)N1CCCC1 (configuration not stated)
→ -25% | -0.1% | -2.4% | 15% | 15% | 4% | -6% | 0.7% | -7%
[6] CC1(C)C2CCC1(CS(=O)(=O)Nc1ccccc1)C(=O)C2 (configuration not stated)
→ -8% | -0.5% | -0.5% | 21% | 12% | 1% | -5% | 1.8% | -28%
[7] CC(C)Oc1ccc(Cc2n[nH]c(=S)n2Cc2ccccc2)cc1Cl
→ -44% | 0.2% | -4.4% | -13% | -7% | 0% | -4% | 0.7% | -24%
[16] Cc1ccc(C)c(N2CCN(C(=O)Cn3c(=O)[nH]c4ccsc4c3=O)CC2)c1
→ 16% | -0.1% | -0.5% | 0% | -1% | -8% | -4% | -2.4% | ·
[30] COc1cc(OC)cc(C(=O)N2CCC(N3CCN(c4ccccc4)CC3)CC2)c1
→ · | -0.2% | 1.3% | 8% | 17% | 4% | 24% | 3.4% | 5%
[5] CC1Cc2ccccc2N1C(=O)CSc1nnc(-c2ccc(S(=O)(=O)N3CCCC3)cc2)n1C (configuration not stated)
→ -17% | 0.8% | 1.6% | 2% | -9% | 3% | -2% | -0.5% | 13%

Continuation.
Order of results: NOD1 inhibition | GPR55 activation | KOR beta-arrestin-1 | GPR35 arrestin U2OS | AID2073 | Siah-1 displacement | GPR55 antagonists | HIV fusion peptide | KOR beta-arrestin-2
[31] O=C(O)CSCC(=O)N1CCN(Cc2ccc3c(c2)OCO3)CC1
→ -5% | -0.1% | -7.7% | 0% | 4% | -1% | -3% | -1.2% | 27%
[32] COc1ccccc1NC(=S)N1CCC(NC(=O)NC23CC4CC(CC(C4)C2)C3)CC1
→ -14% | -0.3% | 3.3% | 5% | -20% | -1% | 4% | -3.5% | -14%
[33] COc1c(Cl)cc(C(=O)Nc2ccccc2-c2ccccc2)cc1Cl
→ 9% | 0.3% | 12% | 8% | 6% | 3% | 14% | 0.7% | -30%
[34] Cc1nc2ccccc2n1CCc1nc2c3ccccc3nc(SCC(=O)NCc3ccco3)n2n1
→ -39% | -0.1% | 1.9% | -9% | 5% | -2% | -2% | -1.9% | -7%
[35] Cc1ccc(C(=O)CSc2nc3cccnc3n2C)cc1
→ -14% | 0.4% | -2.5% | -17% | -19% | 6% | -14% | -0.8% | 36%
[36] COC(=O)c1cc(OC)c(OC)cc1NC(=O)CN1C(=O)c2ccccc2C1=O
→ -6% | -0.2% | 2.6% | 4% | -7% | 3% | 4% | -3.1% | -18%
[37] CN(CCCNC(=O)c1ccc(N2CCCC2=O)cc1)c1ccccc1
→ -6% | -0.1% | -6.6% | -8% | 8% | -8% | 2% | -9.6% | -2%
[38] CC1Cc2ccccc2N1C(=O)COC(=O)c1ccc(Cl)nc1 (configuration not stated)
→ 2% | 0.1% | 1.3% | 4% | ? | -6% | 20% | -1.7% | -6%
[39] COc1cccc(NC(=O)Nc2nnc(Cc3ccccc3)s2)c1
→ 0% | -0.2% | 3.3% | 12% | 2% | 0% | 14% | 1.3% | -49%
[40] O=C(N/N=C/C=C\c1ccccc1[N+](=O)[O-])c1cc(-c2ccccc2)nc2ccccc12
→ -5% | 0.1% | -0.8% | -8% | -1% | -8% | 4% | -1.9% | 21%
[41] CC(C)C[C@H](N)c1nnc(SCC(=O)Nc2ccc(Br)cc2)o1
→ -35% | -0.1% | 7.1% | 16% | 3% | 0% | -8% | 0.0% | -50%
[42] COc1ccc(N2CCN(C(c3cccs3)C(C)NC(=O)C(=O)N3CCOCC3)CC2)cc1 (configuration not stated)
→ 0% | -0.2% | -7.7% | 23% | -2% | -7% | -6% | -1.6% | -3%
[43] Cc1ccc(Cn2nnc3c(=O)n(CC(=O)OCc4ccccc4)cnc32)cc1
→ -28% | 0.1% | 8.9% | -5% | 3% | -1% | 5% | 0.6% | 0%
[44] CC(=O)NC1=NN(C(C)=O)C(C)(c2cccc([N+](=O)[O-])c2)S1 (configuration not stated)
→ -39% | -0.3% | 4.4% | 6% | -1% | 1% | 2% | 0.7% | -15%
[45] COc1ccc(OCC(O)CN(C)C(=O)/C=C/c2cccc([N+](=O)[O-])c2)cc1 (configuration not stated)
→ -10% | 0.5% | -4.3% | -9% | -13% | 2% | -9% | -2.5% | -24%[20 µM]
[46] CCOC(=O)COc1ccc(Br)cc1/C=C1\SC(N)=NC1=O
→ -26% | -0.2% | -2.0% | -7% | 13% | -2% | 8% | -1.7% | -12%

Assay outcomes: PubChem BioAssay, Sanford-Burnham Center for Chemical Genomics

The list is partial (hit frequency here may not be typical).
